Screening results: PubChem, The Scripps Research Institute Molecular Screening Center
PLCb3 inh – blocks human PLC-beta3 enzyme activity | Purified PLC-beta3, fluorogenic substrate, fluorescence | inhibition, % at 12.2 µM | actives 0.18% (n = 370,000) | AID 720704; in the data active = inhibition above about 11%;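 note: 0% = median of compound wells on plate and 100% = full blocker control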
Target sequence (Q01970 whole entry, looked up): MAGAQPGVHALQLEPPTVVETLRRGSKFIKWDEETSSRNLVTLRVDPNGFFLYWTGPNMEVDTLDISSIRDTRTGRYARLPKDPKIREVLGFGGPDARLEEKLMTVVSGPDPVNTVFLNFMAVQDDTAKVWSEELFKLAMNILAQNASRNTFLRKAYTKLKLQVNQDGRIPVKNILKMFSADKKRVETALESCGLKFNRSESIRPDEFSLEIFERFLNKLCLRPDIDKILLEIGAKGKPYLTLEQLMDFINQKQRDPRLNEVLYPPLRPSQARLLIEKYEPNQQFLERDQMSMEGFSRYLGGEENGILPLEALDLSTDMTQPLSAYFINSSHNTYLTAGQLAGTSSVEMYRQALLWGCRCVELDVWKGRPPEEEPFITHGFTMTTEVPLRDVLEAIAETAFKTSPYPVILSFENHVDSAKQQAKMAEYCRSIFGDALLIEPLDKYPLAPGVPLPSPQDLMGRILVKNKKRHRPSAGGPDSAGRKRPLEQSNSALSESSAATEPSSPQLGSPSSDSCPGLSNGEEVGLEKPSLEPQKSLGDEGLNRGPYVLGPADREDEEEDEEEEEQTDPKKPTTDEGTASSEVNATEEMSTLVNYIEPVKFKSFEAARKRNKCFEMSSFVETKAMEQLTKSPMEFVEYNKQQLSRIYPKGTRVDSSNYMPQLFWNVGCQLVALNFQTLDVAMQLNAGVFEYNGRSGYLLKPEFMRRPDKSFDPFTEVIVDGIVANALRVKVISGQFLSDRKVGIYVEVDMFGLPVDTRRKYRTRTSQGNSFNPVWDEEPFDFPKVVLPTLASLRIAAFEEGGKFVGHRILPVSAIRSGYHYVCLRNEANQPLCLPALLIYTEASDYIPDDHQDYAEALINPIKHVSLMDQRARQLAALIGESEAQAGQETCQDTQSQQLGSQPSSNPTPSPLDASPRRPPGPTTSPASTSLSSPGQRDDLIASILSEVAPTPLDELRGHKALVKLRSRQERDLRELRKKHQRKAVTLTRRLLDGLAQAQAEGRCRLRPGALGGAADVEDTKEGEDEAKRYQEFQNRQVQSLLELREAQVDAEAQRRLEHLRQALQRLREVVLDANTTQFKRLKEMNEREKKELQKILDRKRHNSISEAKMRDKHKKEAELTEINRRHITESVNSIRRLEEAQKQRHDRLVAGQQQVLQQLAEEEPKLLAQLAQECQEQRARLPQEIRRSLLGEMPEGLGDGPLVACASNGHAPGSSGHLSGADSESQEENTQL
ssDAF12 agonist – activators of S. stercoralis DAF-12 nuclear receptor. HEK293 ssDAF-12/GRIP1 lit1-tk-luc reporter, luminescence; % of 3 µM dafachronic acid response. activation, % at 6.8 µM. actives 1% (n = 370,000);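 active = activation above the mean over all tested compounds plus 3 SD, cut at about 0.9% in these data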;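 note: 0% = DMSO-only wells and 100% = 3 µM delta7-dafachronic acid wells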
hcDAF12 agonist – activates DAF-12 receptor from parasite H. contortus. HEK293 hcDAF-12 lit1-tk-luc reporter, luminescence; 0% DMSO, 100% Δ7-dafachronic acid. activation, % at 6.8 µM. actives 1.4% (n = 370,000). AID 652067;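 active = activation above the mean of all tested compounds plus 3 SD, cut at about 5.5% in these data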;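 note: 100% = response to 3 µM Δ7-dafachronic acid high control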
FXN GAA850 act – frataxin GAA850 promoter activation; activation, % at 6 µM; HEK293 lucGAA850 FXN promoter luciferase reporter, 24 h; percent of 10 µM SAHA response; actives 0.56% (n = 360,000); AID 540364;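 active = activation above the average of all compounds screened plus 3 SD, cutoff fixed separately per campaign, cut at about 7.5% in these data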;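 note: 0% = DMSO wells and 100% = 10 µM SAHA wells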
ADAM10 inh – inhibitors of human ADAM10. O14672. recombinant ADAM10, EDANS/DABCYL FRET peptide cleavage, 3 h. inhibition, % at 7 µM. actives 0.62% (n = 370,000). AID 720582;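 active = inhibition above a per-campaign cutoff equal to the mean of compounds falling between control-based bounds plus 3 SD, cut at about 20% in these data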;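 note: 0% = DMSO wells while the 100% control is not disclosed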
DAX1 inh-1 – DAX1 (NR0B1) inhibition, primary screen. HEK293T StAR-luciferase reporter, SF-1/DAX-1 repression relief. inhibition, % at 6.8 µM. actives 1.1% (n = 370,000). AID 652010;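 active = inhibition above the mean over all tested compounds plus 3 SD, cut at about 3.6% in these data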;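 note: 0% = DAX-1 cells with DMSO and 100% = cells lacking DAX-1 with DMSO; higher inhibition means more luminescence from relief of DAX-1 repression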
PLC-gamma1 inh – blocks human PLC-gamma1 enzyme activity; P19174; inhibition, % at 12.2 µM; actives 0.84% (n = 370,000); AID 720700; purified PLC-gamma1, fluorogenic substrate, fluorescence; in the data active = inhibition above about 9.5%
HGIII-sPLA2 inh – Inhibits HGIII-sPLA2 liposome hydrolysis, primary screen. inhibition, % at 12.2 µM. actives 0.56% (n = 370,000). AID 743126. QFRET BODIPY PC-A2 liposome hydrolysis, fluorescence;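 active = inhibition above mean plus 3 SD of compounds lying within the high and low control bounds, cut at about 19% in these data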;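 note: 0% = median of test compound wells and 100% = no enzyme DMSO wells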
ADAM17 inh – inhibits human ADAM17 | P78536 | recombinant ADAM17, EDANS/DABCYL FRET peptide cleavage | inhibition, % at 6.95 µM | actives 0.83% (n = 370,000) | AID 720648;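 active = inhibition above the mean of compounds lying between control limits plus 3 SD, set per campaign, cut at about 8.5% in these data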;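 note: 0% = DMSO-only wells as the low control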
DAX1 inh-2 – NR0B1 (DAX1) inhibition; HEK293 Gal4-DAX1 luciferase reporter, luminescence; inhibition, % at 6.75 µM; actives 0.99% (n = 340,000); AID 504766;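 active = inhibition above the mean over all tested compounds plus 3 SD, cut at about 4.2% in these data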;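 note: 0% = DAX1-transfected cells with DMSO and 100% = empty-vector control cells with DMSO; inhibition shows as a rise in luminescence from relieved DAX1 repression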
hgDAF12 agonist – hgDAF-12 agonism, primary luciferase screen; HEK293 GAL4-hgDAF12 UAS-luciferase reporter, agonist luminescence; normalized to butyrate control; activation, % at 6.8 µM; actives 1.8% (n = 370,000); AID 687014;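 active = activation above a cutoff set at the mean of all screened compounds plus 3 SD, cut at about 10% in these data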;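 note: 0% = DMSO wells and 100% = sodium butyrate wells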
Numbers without * were called inactive; nt = not tested or not shown. Compounds as they come; 6.9% or so of the library scored in one or more.

SMILES	PLCb3 inh	ssDAF12 agonist	hcDAF12 agonist	FXN GAA850 act	ADAM10 inh	DAX1 inh-1	PLC-gamma1 inh	HGIII-sPLA2 inh	ADAM17 inh	DAX1 inh-2	hgDAF12 agonist
CCOc1cc(/C=C/c2ccc3cccc([N+](=O)[O-])c3n2)ccc1OCC(=O)N(C)C	-8	-2.8	-3.8	-1.5	2	-3.0	3	-16	-2	-1.9	-9.0
O=C(CNc1ccc(Br)cc1)Nc1ccc(S(=O)(=O)N2CCCCC2)cc1	3	-1.1	0.3	0.9	18	-0.2	4	-5	9	0.0	-4.0
Cc1nn(Cc2ccccc2Cl)c2sc(C(=O)OC3CCCC3=O)cc12 (centres undefined)	-2	-0.8	-0.3	0.5	3	-0.2	-2	-32	-4	1.2	-0.6
O=C(N1CCOCC1)N1CCN(S(=O)(=O)c2ccc(Cl)cc2)CC1	-2	-1.4	1.0	-1.4	0	-0.4	0	-5	-1	-1.0	-0.5
COC(=O)CN1C(=O)C(O)(CC(=O)c2ccc(C)cc2)c2ccccc21 (centres undefined)	0	-1.0	-0.9	2.1	9	0.8	7	5	7	-0.9	-1.9
Cc1cccc(C)c1NC(=O)CN1CCN(C(=O)c2ccc(OCc3cn4ccccc4n3)cc2)CC1	-3	-0.5	0.2	0.1	-12	-2.0	-2	7	-4	0.1	0.7
CN1C(C(=O)c2ccccc2)=C(N)c2ccccc2S1(=O)=O	-1	-1.2	0.4	-0.7	4	0.1	1	-5	2	2.1	0.7
O=C(NCc1ccc(Cl)cc1Cl)c1ccc2nc[nH]c2c1	1	-0.9	-1.4	0.2	2	0.5	0	-9	-2	-1.9	1.7
CN(C)CC(=O)Nc1nc(-c2ccccc2)cs1	2	-1.3	0.7	0.1	3	0.8	1	-3	-3	1.3	2.0
N=C1C(c2nc3ccccc3[nH]2)=C(O)CN1C1CCCCC1	-8	-0.8	1.2	4.7	-3	1.2	1	-3	-3	1.4	3.3
O=C(CCCOc1ccc(Cl)cc1Cl)Nc1ccccc1C(=O)O	-10	-0.7	1.6	2.4	-3	2.1	-3	-1	-6	3.1	3.0
O=C(Nc1c2c(nn1-c1cccc(Cl)c1)CS(=O)(=O)C2)C1CC1	-9	-1.2	-1.2	0.5	9	-1.0	-3	3	-2	-0.4	-0.5
CN(C)CCCOc1ccc2c(c1)Sc1ccccc1CC2=O	-266	-0.8	1.8	0.1	-23	-1.1	-258	-21	-10	0.7	-3.6
CCOC(=O)C1CCc2sc(N)c(C#N)c21 (centres undefined)	-18	-0.8	-0.2	1.1	-22	-0.3	-13	8	-2	-0.5	-0.2
COc1ccccc1NC(=O)COc1ccc(C(=O)NC2CCCc3ccccc32)cc1OC (centres undefined)	0	-1.9	-0.3	-2.4	0	-0.2	0	-2	2	-0.1	0.8
CC(C)=CCC/C(C)=C/CC/C(C)=C/COc1ccc2ccc(=O)oc2c1	-147	-1.1	-0.1	-0.8	-429	-0.9	-117	-2	-101	-0.6	2.8
CSCCC(NC(=O)C1CC1)c1nc2ccccc2[nH]1 (centres undefined)	-1	-1.4	-0.3	-2.6	-6	0.4	-1	1	-2	1.2	2.5
COCC(O)Cn1ccnc1N=Nc1ccccc1 (centres undefined)	-2	-0.3	1.5	nt	-6	0.8	-1	-1	-4	nt	1.7
CCNC(=O)c1ccc2c(c1)C1C3CCC(C3)C1C(c1ccccc1)N2 (centres undefined)	1	-1.4	-4.4	0.3	0	-0.9	-1	6	1	-0.7	-1.8
COC(=O)C1CN(Cc2cn(Cc3ccccc3)nn2)CCS(=O)(=O)N1Cc1ccc(F)cc1 (centres undefined)	-2	-0.6	-3.1	nt	-8	-1.8	2	8	-4	nt	-0.7
Cc1ccc(C)c(SCC(=O)Nc2cccnc2Cl)c1	0	-1.7	-0.9	-0.3	-12	0.9	4	8	2	-1.7	0.7
Cc1cc(C)nc(-n2cc(C(=O)c3cc(F)ccc3O)cn2)n1	-4	-1.8	1.2	1.1	-5	0.1	-1	-4	-4	0.1	1.9
COC(=O)CSc1nnc(-c2cccc(NC(=O)c3ccc(C)cc3)c2)n1C	-1	-0.7	-1.1	1.1	1	0.1	0	-3	0	0.3	-0.3
Cc1ccc(C)c(Nc2c([N+](=O)[O-])ccc3nonc23)c1	-5	-0.8	0.4	4.1	-7	-0.2	1	5	0	1.2	1.0
CC(=O)CC1(C)OC(N)=C(C#N)C1(C#N)C#N (centres undefined)	-158	-0.7	-1.4	-2.4	-47	-0.2	-112	2	-18	0.3	1.9

Reprinted from the part before: 2 entries, then new ones.
SMILES	PLCb3 inh	ssDAF12 agonist	hcDAF12 agonist	FXN GAA850 act	ADAM10 inh	DAX1 inh-1	PLC-gamma1 inh	HGIII-sPLA2 inh	ADAM17 inh	DAX1 inh-2	hgDAF12 agonist
Cc1ccc(C)c(Nc2c([N+](=O)[O-])ccc3nonc23)c1	-5	-0.8	0.4	4.1	-7	-0.2	1	5	0	1.2	1.0
CC(=O)CC1(C)OC(N)=C(C#N)C1(C#N)C#N (centres undefined)	-158	-0.7	-1.4	-2.4	-47	-0.2	-112	2	-18	0.3	1.9
COc1ccc(OC)c(N(CC(=O)NCCSCc2ccco2)S(=O)(=O)c2ccc(OC)c(OC)c2)c1	-4	-1.5	-3.6	-4.2	3	-2.5	-1	-9	2	-0.1	-4.3
CN1CCN(S(=O)(=O)c2cccc(C(=O)Nc3cc(C(N)=O)cc(C(N)=O)c3)c2)CC1	-3	-0.8	0.9	-1.9	2	0.2	-3	-4	-1	0.3	-1.0
CCN1CC(C)C(O)(c2ccccc2)CC1C (centres undefined)	1	-0.7	-1.2	-1.7	4	0.4	1	-3	-2	1.6	-0.3
Cc1ccc(-n2ncc3c(=O)n(-c4cccc(C)c4)c(=O)[nH]c32)cc1	0	-1.3	1.3	-0.1	-9	-0.2	5	0	-3	1.4	0.5
Cc1ccc(-n2c(-c3ccco3)nc3nc4ccccc4nc32)cc1	-74	-1.2	3.3	1.8	-158	-0.3	-64	5	-59	-0.5	1.0
COc1ccc(/C=C2\SC(=O)N(CCNC(=O)Cn3[nH]c(=O)c4ccccc4c3=O)C2=O)cc1	3	-1.2	1.8	-2.4	-5	1.2	5	-1	2	-1.3	-2.6
O=S(=O)(c1cnc(Cl)c(Br)c1)N1CCCCCC1	4	-1.2	-0.3	0.7	-2	-0.4	9	-4	2	-0.5	-0.2
c1ccc2c(c1)OC(CCCN1CCCCC1)c1ccccc1S2 (centres undefined)	4	-1.3	-2.0	0.7	5	-0.5	11*	-1	4	-0.7	-1.2
Cc1ccc2c(c1)N(CC(=O)N1CCCC1)C(=O)C(C)O2 (centres undefined)	0	-0.5	-0.6	0.4	2	0.0	-1	1	-3	-0.2	-1.7
COc1cc(C2Nc3ccccc3NC3=C2C(=O)CC(C)(C)C3)cc(OC)c1OC(C)=O (centres undefined)	-6	-1.7	-1.1	-1.2	12	0.1	-2	3	2	1.0	-1.0
CNc1nc(-c2cccs2)cc(C(F)(F)F)c1C#N	-99	-1.0	0.4	2.5	-208	0.2	-67	3	-81	2.1	0.5
CCN(CC)c1ccc(C(=O)OCC(=O)Nc2ncccn2)cc1	-4	-0.4	3.2	-1.2	-10	-0.1	-1	5	-3	-0.5	0.7
CCCC(CCC)C(=O)NC1CCN(Cc2ccccc2)CC1	3	-0.6	-0.6	-0.7	3	0.1	1	3	-2	-0.4	-1.8
CC(C)C(=O)N=c1sc2cccc(F)c2n1C	0	-1.2	-1.4	1.9	10	0.1	2	6	-2	2.5	3.2
O=C(COc1ccc(Br)cc1)NN1C(=O)c2ccccc2C1=O	-4	-0.2	-1.6	-1.4	1	-0.1	0	-3	-1	nt	-0.8
C#CCN(C[C@H]1[C@H](OC(=O)NC2CCCC2)[C@H](OC(=O)NC2CCCC2)C[C@@H](C(=O)OC)[C@H]1C(=O)OC)S(=O)(=O)c1ccc(C)cc1	2	-1.0	-1.0	-4.0	-4	0.7	0	5	-4	-0.1	-1.6
CCn1c(SCC(=O)Nc2ccc(N(C)C)cc2)nnc1-c1cccc(C)c1	2	-1.0	-0.8	0.9	6	-0.1	0	17	1	-1.4	-1.9
Cc1cccc(C)c1OCc1nnc(SCC(=O)Nc2nccs2)o1	3	-0.7	1.4	0.3	-6	-0.4	3	-15	1	0.7	7.7
CCCC(c1nnnn1Cc1cccs1)N1CCN(C)CC1 (centres undefined)	1	-0.7	-0.4	1.7	1	-0.2	2	-1	0	-0.3	5.3
Cc1cc(C(=O)N/N=C2\CC(=O)c3ccccc32)c(C)n1-c1ccc(F)cc1	-8	0.1	1.6	1.7	-2	-0.7	-2	-2	-3	-0.8	-0.3
COc1ccc(C(=O)COC(=O)CCC(=O)c2cccs2)cc1	2	-1.3	-2.3	3.8	3	0.4	2	-11	2	1.4	-1.8
C=CCOc1cccc(C2C(C(=O)c3ccc(C)o3)=C(O)C(=O)N2Cc2ccncc2)c1 (centres undefined)	-13	-0.7	-0.9	-1.7	-6	-0.8	-11	-6	-2	-0.8	-0.8
CCn1c(SCC(=O)c2ccccc2)nc2ccccc2c1=O	0	-1.3	0.9	3.4	3	-0.6	-2	-42	-1	-0.9	2.5
Fc1cc2[nH]c(=S)[nH]c2cc1Cl	-8	-0.1	2.0	2.4	-4	1.9	3	-7	-2	0.6	10
CCOc1ccc(C(c2c(NC(=O)c3ccco3)sc(C)c2C)N2CCOCC2)cc1 (centres undefined)	-74	-1.4	-1.6	-2.5	-2	0.4	-60	12	0	1.5	0.0
Going on with the list:
SMILES	PLCb3 inh	ssDAF12 agonist	hcDAF12 agonist	FXN GAA850 act	ADAM10 inh	DAX1 inh-1	PLC-gamma1 inh	HGIII-sPLA2 inh	ADAM17 inh	DAX1 inh-2	hgDAF12 agonist
COc1ccccc1C(=O)NNC(=O)C1CCCO1 (centres undefined)	-8	-0.6	4.0	1.2	-5	-0.1	2	0	-3	-0.7	1.9
Cc1ccc([C@@H]2[C@@H]3C(=O)N(c4ccccc4)C(=O)[C@@H]3[C@]3(C)C(=O)N(Cc4ccc(-c5ccccc5)cc4)CC(=O)N23)o1	-3	-1.3	-0.1	2.1	11	0.0	-3	-14	-2	-0.8	-0.8
COC(=O)[C@@H]1C[C@@]2(O)[C@H](O)[C@H](O)[C@H](O)C[C@H]2N1Cc1cc(F)ccc1F	-3	-0.9	-0.7	0.6	-4	-0.5	2	5	-2	0.7	0.2
Cc1cc(C)c(NC(=S)N2CCCC2C(=O)O)c(C)c1 (centres undefined)	4	-0.7	-0.1	2.1	1	0.1	-3	-2	1	0.7	-2.9
Cc1nnc(SCC(=O)Nc2ccc(O)cc2)c2ccccc12	-8	-1.1	-1.7	2.3	-5	-0.5	0	-6	-1	-0.2	-1.9
CNC(=S)NNC(=O)c1sccc1OCc1cccc(C(F)(F)F)c1	0	-1.6	-0.4	-0.4	3	-1.4	0	12	1	-1.8	-0.7
O=C(NCc1ccco1)C1CCCN1C(=O)NCc1ccccc1 (centres undefined)	0	-0.7	0.0	0.8	5	-0.1	2	0	-2	-0.2	0.5
